aDG glyco act: increases alpha dystroglycan glycosylation. Pro5-aDG cells, alpha-DG glycosylation AlphaScreen (IIH6); 0% Pro5, 100% B10-LARGE cell signal. activation, % at 10 µM. actives 0.22% (n = 360,000). AID 624168;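 active = activation of at least 8% versus controls, or a plate z-score of at least 8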;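 note: Pro5 are CHO cells carrying HIG-tagged alpha-DG that lacks glycosylation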
hiPSC survival: increases survival of single human iPS cells; hiPSC single-cell survival, ATPlite luminescence; 100% = ROCK inhibitor wells, 0% = DMSO; actives 0.044% (n = 360,000); AID 602274; survival enhancement, % at 20 µM; in the data active = survival enhancement above about 18%;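 note: cells exposed to compounds for 16 hours before the ATP read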
N-glyco inh: N-linked glycosylation inhibition | actives 0.23% (n = 360,000) | D54 ERlucT glycosylation luciferase reporter, 24 h; percent of 100 nM tunicamycin response | reporter increase, % at 12.5 µM;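 active = mean luciferase reporter signal, scaled so untreated is 0 and the glycosylation-blocking control 100, at or above a set limit in every replicate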;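 note: luciferase carries N-glycosylation sites so blocking glycosylation raises the light; 0% = median of neutral control wells and 100% = median of 100 nM tunicamycin wells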
H9c2 protect: protects H9c2 cardiomyocytes from peroxide injury; H2O2 injury protection, ATPLite, 2 h; protection from H2O2 cell death, % at 20 µM; actives 0.63% (n = 360,000); AID 588492;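 active = compounds giving at least 50% protection of heart cells from peroxide-induced death in the single-dose screen, raw or plate-pattern-corrected value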;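 note: 0% = DMSO wells with peroxide and 100% = DMSO wells without peroxide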
PDI turbidity: inhibitors of human protein disulfide isomerase | P07237 | PDI insulin aggregation turbidity, A650, 90 min | inhibition, % at 10 µM | actives 0.052% (n = 350,000);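 active = mean inhibition across replicates of 30% or more, whatever share of single replicates reach that level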;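 note: absorbance from insulin aggregation driven by PDI reduction with DTT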
Target sequence (P07237 whole entry, looked up): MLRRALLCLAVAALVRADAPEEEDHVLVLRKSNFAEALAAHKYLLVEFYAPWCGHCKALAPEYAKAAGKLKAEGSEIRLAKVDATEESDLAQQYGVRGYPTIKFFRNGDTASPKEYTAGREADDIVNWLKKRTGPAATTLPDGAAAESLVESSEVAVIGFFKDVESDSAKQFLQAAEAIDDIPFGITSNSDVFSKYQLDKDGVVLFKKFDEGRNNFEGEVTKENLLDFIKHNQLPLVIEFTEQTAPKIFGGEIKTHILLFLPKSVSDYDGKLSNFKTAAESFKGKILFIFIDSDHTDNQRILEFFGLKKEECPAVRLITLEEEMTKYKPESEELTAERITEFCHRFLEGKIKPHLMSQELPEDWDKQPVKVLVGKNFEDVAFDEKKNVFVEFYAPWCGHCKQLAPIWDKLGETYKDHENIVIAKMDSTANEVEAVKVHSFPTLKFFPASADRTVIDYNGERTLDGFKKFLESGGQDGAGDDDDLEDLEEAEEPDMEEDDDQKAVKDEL
HTR2A ag: activates the mouse 5-HT2A serotonin receptor. AID 624169. activation, % at 7.6 µM. CHO-K1 mHTR2A beta-arrestin complementation, luminescence; percent of 30 µM serotonin response. actives 0.66% (n = 360,000). P35363;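 active = activation above a run cutoff, the mean activation of all tested compounds plus 3 SD, cut at about 14% in these data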;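 note: 0% = plate median of compound wells and 100% = 30 µM serotonin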
Target sequence (P35363 whole entry, looked up): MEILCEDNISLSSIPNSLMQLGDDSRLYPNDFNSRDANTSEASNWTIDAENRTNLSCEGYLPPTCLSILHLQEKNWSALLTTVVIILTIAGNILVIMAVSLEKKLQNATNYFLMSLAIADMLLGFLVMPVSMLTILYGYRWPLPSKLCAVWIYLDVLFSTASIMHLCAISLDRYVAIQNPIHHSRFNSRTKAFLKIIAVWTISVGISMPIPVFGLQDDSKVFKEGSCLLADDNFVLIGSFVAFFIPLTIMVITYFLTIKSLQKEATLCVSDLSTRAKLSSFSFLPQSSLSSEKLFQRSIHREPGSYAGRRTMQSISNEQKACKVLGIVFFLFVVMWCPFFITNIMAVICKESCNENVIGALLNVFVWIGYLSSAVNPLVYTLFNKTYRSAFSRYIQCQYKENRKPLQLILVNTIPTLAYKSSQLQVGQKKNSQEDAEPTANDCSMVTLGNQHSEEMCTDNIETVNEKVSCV
Granule exo inh: lytic granule exocytosis inhibition. TALL-104 LAMP-1 surface exposure, flow cytometry; cells stimulated with thapsigargin and PMA. inhibition, % at 10 µM. actives 0.66% (n = 360,000);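 active = inhibition above about 55%, limit read from the data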
ABCB6 inh MLPCN: human ABCB6 transporter inhibition. Q9NP58. K562-ABCB6 porphyrin accumulation, flow cytometry, 1 h; active compounds read low. fluorescence ratio to DMSO, % at 10 µM. actives 0.19% (n = 360,000). AID 602162;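 active = fluorescence ratio to DMSO below 75%, the collection mean minus 3 SD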;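 note: signal is porphyrin accumulated inside mitochondria; 100% equals median channel fluorescence of DMSO control wells; lower ratio means ABCB6 inhibition with less porphyrin fluorescence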
Vif inh: blocks HIV Vif function; HEK293T cells, Vif self-association by quenched fluorescence, imaging, 24 h; inhibition, % at 7.49 µM; actives 0.35% (n = 340,000); AID 602346; in the data active = inhibition above about 50%, passing the limit was not always enough; note: some results filed as inactive read as strong as hits
CaV13 ICDI inh: Primary screen for inhibitors of IQ motif and Ca2+-dependent inactivation inhibitor domain binding in CACNA1D, Förster resonance energy transfer in living cells, …. inhibition, % at 12.3 µM. actives 0.098% (n = 340,000). AID 743397. HEK cells, CFP/YFP FRET ICDI-IQ, plate reader, 10 min; percent FRET-ratio fall versus neutral wells;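 active = mean replicate inhibition of at least 30% and at least 1% of replicates passing that level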;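 note: 0% = median of the neutral control wells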
* hit, by the source's call; nt = no result given; & = joins results of further samples.

1. O=C(COC(=O)c1ccc(F)cc1Cl)NC1CCS(=O)(=O)C1 (configuration not stated)
2. COC1=C(C)C(O)=C(C(=O)/C=C/c2ccccc2)C(=O)C1(C)C
3. COC(=O)[C@@]1(C)[C@H]2C(=O)N(Cc3ccccc3)C(=O)[C@H]2[C@H]2CN=C(SCC3CC3)N21
4. COc1ccccc1N1C(=O)C2C(C(=O)c3ccccc3)=NN(c3ccccc3)C2C1=O (configuration not stated)
5. COc1ccc2c(c1)OC[C@H]1[C@H]2N2C(=O)c3cc(Br)ccc3NC(=O)[C@@]2(C)[C@H]1c1ccccc1
6. CC(C)(C)OC(=O)N1CCC(Cc2cc(-c3ccc(Cl)cc3)no2)(C(=O)O)CC1
7. CC1(c2ccco2)NC(=O)NC1=O (configuration not stated)
8. CCc1ccc(NC(=O)CSc2ccc(-c3cccnc3)nn2)cc1

entry no.,1,2,3,4,5,6,7,8
Granule exo inh,8,11,-4,5,15,-2,0,10
ABCB6 inh MLPCN,92,103,101,95,98,100,89,94
aDG glyco act,-0.2,0.1,-0.1,-0.2,0.0,0.0,-0.3,0.2
N-glyco inh,1,3,3,-1,36*,3,1,1
Vif inh,18,-10,2,-2,-5,5,-7,-27
hiPSC survival,2.4,8.7,-1.1,-0.8,2.3,-0.4,-0.1,-0.2
H9c2 protect,3,6,0,-4,-4,16,7,-5
HTR2A ag,9,9,-3,-4,-9,4,8,8
CaV13 ICDI inh,-14,-5,-5,-192,nt,-10,-3,-6
PDI turbidity,-6,-5,6,0,-2,8,-1,-4

9. COc1cc(S(=O)(=O)N2CCN(Cc3cccs3)CC2)ccc1NC(C)=O
10. COc1ccc(C(=O)Nc2ccc(Cl)cn2)cc1Cl
11. CCOC(=O)c1nn(-c2ccccc2F)c2nc(-c3ccco3)c(C#N)c(=O)n12
12. Cc1sc2nc(CSC(C)C(=O)NC3(C#N)CCCCC3)[nH]c(=O)c2c1C (configuration not stated)
13. Cc1ccc(-n2cc(-c3ccccc3)c3c(N4CCOCC4)ncnc32)cc1
14. CC(C)(C)[C@H]1COC(=O)[C@H](NC(=O)OCC2c3ccccc3-c3ccccc32)C/C=C\C[C@@H](CC(=O)N[C@H](CO)Cc2ccccc2)C(=O)N1
15. Cc1noc(C)c1COc1ccccc1C(=O)NNC(=O)c1ccccc1
16. Cc1ccc(Oc2ccc(NC(=O)Cn3ccsc3=N)cc2)cc1

entry no.,9,10,11,12,13,14,15,16
Granule exo inh,-2,-2,-4,9,4,-7,-1,-4
ABCB6 inh MLPCN,99,103,100,107,90,96,103,101
aDG glyco act,-0.1,0.0,0.2,-0.3,1.0,-0.5,0.3,1.9
N-glyco inh,-2,0,3,1,-3,0,0,-7
Vif inh,-4,3,-3,0,3,1,4,-6
hiPSC survival,1.9,2.9,-0.8,1.0,-0.9,0.5,-0.4,-4.0
H9c2 protect,-1,5,5,9,57*,-10,0,0
HTR2A ag,-4,-2,-3,6,4,4,0,-8
CaV13 ICDI inh,-5,-4,-3,-8,-5,-10,-2,-5
PDI turbidity,-1,5,2,2,1,-6,1,-5

17. Cc1ccccc1S(=O)(=O)/N=C(/Nc1nc2ccccc2s1)c1ccccc1
18. O=C(CSc1cc(Cl)ccc1Cl)NCC(=O)Nc1ccc(F)c(F)c1F
19. CCOc1ccc(-n2cc(C(=O)Nc3ccc(Cl)cn3)c3cc(OC)c(OC)cc3c2=O)cc1
20. c1ccc(SCc2nc(-c3ccncc3)n[nH]2)nc1
21. COC(=O)c1ccc(NC(=O)c2cccc(NC(=O)c3ccccc3)c2)cc1
22. Cc1ccsc1/C=N/n1c(C2CCCCC2)n[nH]c1=S
23. CCCOc1ccc(C(=O)ON=C2CCN(C)CC2)cc1
24. CC(C)(C)C(=O)C(Cl)C(=O)Nc1ccccc1 (configuration not stated)

entry no.,17,18,19,20,21,22,23,24
Granule exo inh,-4,3,-5,-2,-9,2,-6,18
ABCB6 inh MLPCN,106,101,96,99,101,91,101,95
aDG glyco act,-0.1,0.4,-0.1,-0.4,-0.1,0.0,0.5,0.0
N-glyco inh,-4,0,0,0,2,2,3,3
Vif inh,2,-5,6,-2,5,2,3,21
hiPSC survival,0.5,-0.7,-1.2,-0.6,0.2,-0.5,-0.4,0.9
H9c2 protect,-22,-6,12,1,-4,-7,0,-3
HTR2A ag,4,1,-2,4,3,3,8,7
CaV13 ICDI inh,-2,-5,-8,-4,-12,-3,-18,-7
PDI turbidity,-8,18,-5,-1,1,6,-12,-5

25. CC(=O)c1csc(COc2ccc(Cl)cc2)n1
26. COC(=O)C1=C(C)NC(=S)NC1c1ccc(OCC(=O)N2CCCCC2)c(OC)c1 (configuration not stated)
27. COc1ccc2cc(C(=O)C3CCCN(C(=O)C4=NN(C)C(=O)CC4)C3)ccc2c1 (configuration not stated)
28. Cc1cc(C(F)(F)F)nn1CC(=O)NNC(=S)Nc1ccc(F)cc1
29. Clc1cc(Cl)c(Cl)cc1Cl
30. CCOCCOCN(C#N)c1nc(OC)nc(N(C)C)n1
31. Cc1ccc(Cl)cc1NC(=O)CON=C(N)c1ccccc1
32. Cc1cc(-c2c(C)n([O-])c(C)c(C)[n+]2=O)ccc1F

entry no.,25,26,27,28,29,30,31,32
Granule exo inh,-3,5,-2,-2,4,1,-8,0
ABCB6 inh MLPCN,99,99,99,96,103,97,103,101
aDG glyco act,0.0,0.2,3.3,-0.1,1.2,-0.1,0.1,-0.2
N-glyco inh,-15,0,2,2,2,0,-1,-1
Vif inh,-1,10,-4,3,-5,2,-12,-9
hiPSC survival,-0.9,-0.1,0.9,-1.9,-0.2,-2.4,-0.4,0.5
H9c2 protect,-12,6,3,3,2,-1,-5,-2
HTR2A ag,1,4,3,4,2,1,2,0
CaV13 ICDI inh,-4,-4,-5,-10,nt,nt,-6,-4
PDI turbidity,-1,13,-4,0,nt,-6,-8,12

33. CC(/C=N/Nc1nc(C)cc(C)n1)=C\c1ccc(C(C)C)cc1
34. CCc1nnc(NC(=O)CCC(=O)N2CCN(Cc3ccc(C)cc3C)CC2)s1
35. N#CC1=C(N)Oc2n[nH]c(-c3ccccc3)c2C1c1ccncc1 (configuration not stated)
36. CCOC(=O)C1=C(C)NC(C)=C(C(=O)OCC)C1C(=O)OCC(=O)N1CCC(C)CC1
37. Cc1ccc(Cn2cc(CN3CC(N4CCN(Cc5ccccc5F)CC4)CS3(=O)=O)nn2)cc1 (configuration not stated)
38. COc1ccc(NC(=O)NC2CCN(C(C)C)CC2)c(OC)c1
39. COCCNC(=O)CSCc1cc(C)cc(C)c1
40. Cc1cccc(NC(=O)NNC(=O)COc2ccc([N+](=O)[O-])cc2)c1C

entry no.,33,34,35,36,37,38,39,40
Granule exo inh,2,-6,-2,-16&0,1,1,4,0
ABCB6 inh MLPCN,98,97,99,100&103,90,107,105,92
aDG glyco act,1.1,0.1,0.0,0.2&0.0,-0.2,-0.1,-0.1,-0.1
N-glyco inh,-1,-1,-2,0&0,nt,-3,1,2
Vif inh,3,-5,5,-14&0,nt,8,2,5
hiPSC survival,-0.5,-0.5,-0.8,4.7&-0.3,0.1,-2.4,2.3,3.9
H9c2 protect,1,1,-3,4&14,nt,2,5,1
HTR2A ag,2,-3,3,0&-1,12,-2,2,-5
CaV13 ICDI inh,-15,-5,-3,-5&-4,-6,-8,4,nt
PDI turbidity,3,7,-4,1&-1,nt,25,1,-4

Four of the entries above in order of the Vif inh value, descending.
#	smiles	Vif inh
38	COc1ccc(NC(=O)NC2CCN(C(C)C)CC2)c(OC)c1	8
35	N#CC1=C(N)Oc2n[nH]c(-c3ccccc3)c2C1c1ccncc1 (configuration not stated)	5
39	COCCNC(=O)CSCc1cc(C)cc(C)c1	2
34	CCc1nnc(NC(=O)CCC(=O)N2CCN(Cc3ccc(C)cc3C)CC2)s1	-5

The main list resumes, starting 2 compounds before the break.
39. COCCNC(=O)CSCc1cc(C)cc(C)c1
40. Cc1cccc(NC(=O)NNC(=O)COc2ccc([N+](=O)[O-])cc2)c1C
41. CCCCC(=O)OCC(=O)Nc1ccc(OC(F)F)cc1
42. Cc1[nH]c2ccccc2c1C(=O)COC(=O)Cn1c(C(F)(F)F)nc2ccccc21
43. CN(C)CCCN(C(=O)CCc1ccccc1)c1nc2ccc(Cl)cc2s1
44. Cc1cc(Nc2c(C)n(C)n(-c3ccccc3)c2=O)n2c(nc3ccccc32)c1C#N
45. CN1CCN(CCCCOc2ccc(Br)cc2)CC1
46. O=C(CN1CCC(n2nnc3cc(F)ccc32)CC1)NC1CC1
47. Cn1c(SC2CCCCC2=O)nnc1-c1ccccc1F (configuration not stated)
48. Cc1ccc([N+](=O)[O-])cc1S(=O)(=O)Nc1ccc(O)c(Sc2ncn[nH]2)c1
49. Cn1c(N/N=C/c2cc3ccccc3nc2Cl)nc2ccccc21

entry no.,39,40,41,42,43,44,45,46,47,48,49
Granule exo inh,4,0,1,-1,72*,-3,24,-1,4,0,7
ABCB6 inh MLPCN,105,92,91,99,109,94,101,99,98,100,108
aDG glyco act,-0.1,-0.1,0.1,-0.1,1.7,-0.1,0.1,-0.1,-0.3,-0.2,0.1
N-glyco inh,1,2,-1,2,-1,-2,-2,-1,1,1,11
Vif inh,2,5,3,3,-8,-2,-4,-7,16,5,21
hiPSC survival,2.3,3.9,1.9,3.6,-3.7,0.8,-0.7,9.9,-1.0,-0.3,-3.6
H9c2 protect,5,1,0,38,-30,5,0,-4,4,-3,-16
HTR2A ag,2,-5,3,-6,-10,-2,-15,0,0,0,-5
CaV13 ICDI inh,4,nt,0,-4,-5,-1,-5,-4,-4,nt,-7
PDI turbidity,1,-4,-3,16,-6,-1,-3,-3,5,6,1

Compound activity as filed in PubChem BioAssay.
